Screening results deposited in PubChem by several laboratories.
Efflux pump mplx – blocks antifungal efflux pumps in multiplex yeast assay | S. cerevisiae Candida pump triplex, Nile Red efflux | inhibition, % at 10 µM | hit rate 0.44% among 330,000 | AID 485275;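 active means plate passing quality check with inhibition over a set limit, or well fluorescence over plate mean plus 4 SD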;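 further: Nile Red retained in pooled yeast measured as flow cytometry median fluorescence; 0% = buffer negative control and 100% = Enniatin B positive control; higher means more Nile Red kept so more efflux inhibition; some compounds called inactive have numbers as strong as hits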
MEX-5 binding – C. elegans MEX-5 TCR-2 RNA binding activity | Q9XUB2 | MEX-5/FITC-TCR2 RNA binding, fluorescence polarization; active compounds read low | activity score (negative = inhibition of binding), % at 10 µM | hit rate 0.38% among 300,000 | AID 1832;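 active means inhibition past about -25% in most replicates, and total fluorescence under double the plate's negative control median, limit read from the data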;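 further: 0% = DMSO and -100% = 5 µM competing unlabeled TCR2 RNA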
GLD-1 TGE inh – GLD-1-TGE RNA interaction inhibition (C. elegans); purified GLD-1 + fluorescein TGE RNA, fluorescence polarization; inhibition, % at 5.96 µM; Q17339; hit rate 0.44% among 320,000; AID 2280;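 active means percent inhibition above a per-plate cutoff, the plate mean of test compounds plus 3 SD, cut at about 30% in these data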;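 further: 0% = DMSO wells with GLD-1 and probe and 100% = wells lacking GLD-1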
Target sequence (Q17339 whole entry, looked up): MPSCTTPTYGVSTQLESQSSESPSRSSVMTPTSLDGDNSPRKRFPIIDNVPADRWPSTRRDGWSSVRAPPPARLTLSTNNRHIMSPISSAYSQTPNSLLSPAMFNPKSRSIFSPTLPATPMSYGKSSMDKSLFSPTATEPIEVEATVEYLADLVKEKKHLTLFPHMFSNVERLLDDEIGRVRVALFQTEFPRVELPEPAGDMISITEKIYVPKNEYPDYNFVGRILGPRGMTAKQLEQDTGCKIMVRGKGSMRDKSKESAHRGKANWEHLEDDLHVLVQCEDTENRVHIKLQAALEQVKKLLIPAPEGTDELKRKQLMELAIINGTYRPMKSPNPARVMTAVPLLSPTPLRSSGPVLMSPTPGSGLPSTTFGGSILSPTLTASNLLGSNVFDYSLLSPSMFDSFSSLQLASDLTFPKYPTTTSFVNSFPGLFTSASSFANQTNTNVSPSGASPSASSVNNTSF
MCL1-BIM inh – inhibitors of human MCL1 binding to BIM-BH3 peptide | Q07820 | GST-MCL1 / FITC-Bim-BH3 fluorescence polarization | inhibition, % at 10.9 µM | hit rate 0.68% among 320,000;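 active means inhibition above the mean inhibition of all tested compounds plus 3 SD, set per campaign, cut at about 40% in these data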;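 further: 0% = DMSO wells and 100% = unlabeled Bim-BH3 peptide control; higher means more loss of mP so more displacement of Bim peptide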
Target sequence (Q07820 whole entry, looked up): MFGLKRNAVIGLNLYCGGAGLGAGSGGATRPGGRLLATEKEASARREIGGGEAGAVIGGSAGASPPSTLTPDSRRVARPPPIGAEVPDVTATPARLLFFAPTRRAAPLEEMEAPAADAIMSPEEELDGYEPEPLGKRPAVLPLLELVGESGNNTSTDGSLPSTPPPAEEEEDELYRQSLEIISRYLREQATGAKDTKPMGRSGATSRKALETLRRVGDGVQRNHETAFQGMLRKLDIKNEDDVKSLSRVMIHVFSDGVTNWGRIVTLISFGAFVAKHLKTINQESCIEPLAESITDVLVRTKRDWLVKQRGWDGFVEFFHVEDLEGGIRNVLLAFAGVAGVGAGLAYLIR
EBNA-1 inhibitor – blocks EBNA-1 binding to DNA | EBNA-1 DNA binding, fluorescence polarization | AID 1950 | inhibition, % at 14.8 µM | hit rate 0.34% among 300,000; in the data active means inhibition above about 28%
Yeast superoxide – lowers age-related superoxide in aged yeast cells; hit rate 0.18% among 330,000; S. cerevisiae aged cells, superoxide DHE fluorescence; active compounds read low; AID 2690; superoxide response (% of plate mean), % at 10 µM;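 active means superoxide response under a set limit, about three screen SD below normal, cut at about 65% in these data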;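 further: yeast aged for seven days with compound at 30 °C before DHE staining; 100% = average MFI of all compound-treated wells on the plate with controls excluded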
BCLXL inh – inhibitors of human Bcl-xL; inhibition, % at 10.9 µM; hit rate 0.7% among 320,000; AID 2129; GST-Bcl-xL / FITC-Bim BH3 peptide fluorescence polarization;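 active means inhibition above the mean of all tested compounds plus 3 SD, cutoff set per campaign, cut at about 30% in these data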;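 further: 0% = DMSO wells and 100% = unlabeled Bim-BH3 peptide competitor; inhibitors lower millipolarization by displacing the labeled peptide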
Fam108B counter – counter-screen for RBBP9 inhibitors: inhibitors of mouse Fam108B. recombinant Fam108B, FP-Rh probe fluorescence polarization. inhibition, % at 9.51 µM. hit rate 0.33% among 300,000;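 active means inhibition above the screen mean inhibition plus 3 SD, computed separately per campaign, cut at about 18% in these data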;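 further: inhibitors lower polarization as less probe binds the enzyme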
ZTA DNA inh – counter-screen for EBNA-1 inhibitors: inhibitors of Epstein-Barr virus ZTA; P03206; ZTA-DNA binding, fluorescence polarization; inhibition, % at 11 µM; hit rate 0.15% among 320,000; AID 2234; in the data active means inhibition above about 33%
Target sequence (P03206 whole entry, looked up): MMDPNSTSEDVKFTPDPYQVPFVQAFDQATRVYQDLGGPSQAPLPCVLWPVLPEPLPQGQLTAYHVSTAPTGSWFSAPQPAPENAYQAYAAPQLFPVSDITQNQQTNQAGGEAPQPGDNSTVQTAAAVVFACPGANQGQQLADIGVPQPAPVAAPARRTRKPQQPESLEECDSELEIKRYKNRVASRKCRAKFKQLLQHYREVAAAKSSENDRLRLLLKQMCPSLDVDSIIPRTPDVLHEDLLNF
An asterisk follows results filed as active; · = no result given.

SMILES	Efflux pump mplx	MEX-5 binding	GLD-1 TGE inh	MCL1-BIM inh	EBNA-1 inhibitor	Yeast superoxide	BCLXL inh	Fam108B counter	ZTA DNA inh
CCCC(=O)Oc1c(S(=O)(=O)c2ccc(C)cc2)c(C)nn1C(C)(C)C	0.0	1.1	1	0	12	99	0	0	-5
COc1ccc(NC(=O)c2cnc(SC)nc2C)c(OC)c1	0.1	0.6	10	-7	-13	105	-4	1	-7
Cc1ccnc(NC(=O)c2ccc(Cl)c(S(=O)(=O)N3CCCC3)c2)c1	-0.2	-0.3	6	0	3	107	5	-2	-10
O=C(Nc1nc(-c2ccc3ccccc3c2)cs1)C1CCN(S(=O)(=O)c2cccs2)CC1	0.3	1.7	-3	-6	-7	100	-1	-17	-3
Cc1cccc(OCCCC(=O)NCCc2ccccc2)c1	-0.2	-1.3	4	7	-2	101	4	2	-4
O=C(O)c1[nH]c2ccccc2c1C(c1c(F)cccc1Cl)c1c(C(=O)O)[nH]c2ccccc12	0.2	-1.4	1	8	6	102	3	-1	9
CC(C)(C)NC(=O)COC(=O)c1ccc(O)cc1	0.1	1.8	-3	1	8	84	1	0	-4
CCN(CC)c1cc(C(F)(F)F)nc(-c2ccccn2)n1	-0.2	-0.6	7	7	16	90	3	4	-8
NC(=O)CC(NC(=O)Cc1ccc(Br)cc1)c1ccc(NCc2ccccn2)c([N+](=O)[O-])c1 (configuration not stated)	-0.2	-4.2	4	10	7	110	2	1	-16
Cc1ccc(-n2ncc3c(NNC(=O)c4ccco4)ncnc32)cc1Cl	0.2	0.6	1	10	-3	107	2	-6	10
CCc1ccc(CNn2cnnc2SCC(=O)NC(C)(C)C)cc1	1.0	-0.2	-1	-9	-13	106	-5	-2	-5
CCc1cc(C(=O)Nc2cc(S(=O)(=O)N(CC)CC)ccc2N2CCOCC2)sc1C	0.1	-0.1	1	-12	-9	96	-5	-1	12
Clc1ccc(-c2ccc(C=Nc3ccc(N4CCOCC4)cc3)o2)c(Cl)c1	-0.1	0.9	2	2	-8	100	3	0	-10
Cn1c(C2CCCCC2)nc2c1c(=O)[nH]c(=O)n2Cc1ccccc1	-0.1	-0.1	5	-1	-6	94	7	3	-4
Cc1cc(C)c2nc(NC(=O)c3cccc(S(=O)(=O)N4CCc5ccccc54)c3)sc2c1	0.0	2.9	1	2	-2	104	2	-4	-10
CCc1nnc(NC(=O)CSc2nc3cc4c(cc3cc2C)OCCO4)s1	0.2	-1.9	-3	-4	102*	96	0	-21	0
CCOc1ccccc1Nc1nnc(SCC(=O)N2CCCC2)s1	-0.1	-1.3	-4	-7	-6	92	-3	1	-4
Cc1cc(C)c2nc(NC(=O)C3CSC4(C)CCC(=O)N34)sc2c1 (configuration not stated)	-0.1	·	0	-11	·	93	-8	·	-18
COc1cc2c(cc1OC)C(c1ccccc1Cl)N(C)CC2 (configuration not stated)	0.0	3.7	3	0	4	98	7	4	10
CC(=O)Nc1ccc(NC(=O)Cn2nc(C(=O)Nc3ccc(C)cc3)ccc2=O)cc1	0.0	0.4	0	0	3	89	1	-8	-7
S=C(NCc1ccco1)N1CCN(c2cccc(Cl)c2)CC1	0.1	2.3	7	13	8	95	2	-2	-11
Cc1nc(C)c(C(=O)C2=C(O)C(=O)N(CCCn3ccnc3)C2c2ccc(Cl)cc2)s1 (configuration not stated)	0.1	0.2	9	-4	3	100	9	-5	10
CCCc1cc(=O)[nH]c(SCC(=O)N(CC)Cc2ccccc2)n1	0.1	-0.4	-7	13	-5	97	6	-2	1
CCC(c1nnnn1C(C)(C)C)N1CCN(Cc2ccccc2OC)CC1 (configuration not stated)	0.1	-2.1	0	-4	-4	89	6	5	1

As a short view, 2 of the compounds above:
SMILES	Efflux pump mplx	MEX-5 binding	GLD-1 TGE inh	MCL1-BIM inh	EBNA-1 inhibitor	Yeast superoxide	BCLXL inh	Fam108B counter	ZTA DNA inh
CCCC(=O)Oc1c(S(=O)(=O)c2ccc(C)cc2)c(C)nn1C(C)(C)C	0.0	1.1	1	0	12	99	0	0	-5
COc1ccc(NC(=O)c2cnc(SC)nc2C)c(OC)c1	0.1	0.6	10	-7	-13	105	-4	1	-7

Another view of part of the listing above:
SMILES | Efflux pump mplx | MEX-5 binding | GLD-1 TGE inh | MCL1-BIM inh | EBNA-1 inhibitor | Yeast superoxide | BCLXL inh | Fam108B counter | ZTA DNA inh
CCc1ccc(CNn2cnnc2SCC(=O)NC(C)(C)C)cc1 | 1.0 | -0.2 | -1 | -9 | -13 | 106 | -5 | -2 | -5
CCc1cc(C(=O)Nc2cc(S(=O)(=O)N(CC)CC)ccc2N2CCOCC2)sc1C | 0.1 | -0.1 | 1 | -12 | -9 | 96 | -5 | -1 | 12
Clc1ccc(-c2ccc(C=Nc3ccc(N4CCOCC4)cc3)o2)c(Cl)c1 | -0.1 | 0.9 | 2 | 2 | -8 | 100 | 3 | 0 | -10
Cn1c(C2CCCCC2)nc2c1c(=O)[nH]c(=O)n2Cc1ccccc1 | -0.1 | -0.1 | 5 | -1 | -6 | 94 | 7 | 3 | -4
Cc1cc(C)c2nc(NC(=O)c3cccc(S(=O)(=O)N4CCc5ccccc54)c3)sc2c1 | 0.0 | 2.9 | 1 | 2 | -2 | 104 | 2 | -4 | -10
CCc1nnc(NC(=O)CSc2nc3cc4c(cc3cc2C)OCCO4)s1 | 0.2 | -1.9 | -3 | -4 | 102* | 96 | 0 | -21 | 0
CCOc1ccccc1Nc1nnc(SCC(=O)N2CCCC2)s1 | -0.1 | -1.3 | -4 | -7 | -6 | 92 | -3 | 1 | -4
Cc1cc(C)c2nc(NC(=O)C3CSC4(C)CCC(=O)N34)sc2c1 (configuration not stated) | -0.1 | · | 0 | -11 | · | 93 | -8 | · | -18
COc1cc2c(cc1OC)C(c1ccccc1Cl)N(C)CC2 (configuration not stated) | 0.0 | 3.7 | 3 | 0 | 4 | 98 | 7 | 4 | 10
CC(=O)Nc1ccc(NC(=O)Cn2nc(C(=O)Nc3ccc(C)cc3)ccc2=O)cc1 | 0.0 | 0.4 | 0 | 0 | 3 | 89 | 1 | -8 | -7
S=C(NCc1ccco1)N1CCN(c2cccc(Cl)c2)CC1 | 0.1 | 2.3 | 7 | 13 | 8 | 95 | 2 | -2 | -11
Cc1nc(C)c(C(=O)C2=C(O)C(=O)N(CCCn3ccnc3)C2c2ccc(Cl)cc2)s1 (configuration not stated) | 0.1 | 0.2 | 9 | -4 | 3 | 100 | 9 | -5 | 10
CCCc1cc(=O)[nH]c(SCC(=O)N(CC)Cc2ccccc2)n1 | 0.1 | -0.4 | -7 | 13 | -5 | 97 | 6 | -2 | 1
CCC(c1nnnn1C(C)(C)C)N1CCN(Cc2ccccc2OC)CC1 (configuration not stated) | 0.1 | -2.1 | 0 | -4 | -4 | 89 | 6 | 5 | 1

Following part:
SMILES	Efflux pump mplx	MEX-5 binding	GLD-1 TGE inh	MCL1-BIM inh	EBNA-1 inhibitor	Yeast superoxide	BCLXL inh	Fam108B counter	ZTA DNA inh
COc1ccc(C(CC(=O)N2CCCCC2)c2c(OC)cc(OC)c3c(-c4ccccc4)cc(=O)oc23)cc1 (configuration not stated)	-0.1	3.3	5	32	5	95	11	-2	18
O=C(/C=C/c1ccco1)c1cccnc1	0.0	-0.9	0	21	5	97	10	1	0
Cc1nnc(NC(=O)c2cccc(Br)c2)s1	0.2	2.8	1	-4	-1	107	-4	3	0
Cc1ccc(NC(=O)Nc2sc(=S)n(C)c2C)cc1	0.1	1.0	0	6	-31	121	0	-5	-12
CCOCc1nnc(NC(=O)CCc2ccccc2)s1	0.0	0.7	-1	-4	7	95	2	-3	11
CCOc1ccc(CCNC(=O)CCS(=O)(=O)c2ccc(OC)cc2)cc1OCC	0.0	1.0	1	17	7	83	1	0	-6
COCCNc1nc2nonc2nc1N(C)Cc1ccc(C)cc1	-0.1	-3.6	-2	2	8	90	0	3	-2
Cc1cc(Cl)ccc1OCCCC(=O)NNC(=O)c1ccccc1O	-0.1	-1.1	-1	5	-2	90	3	-1	-10
Cc1cc(C)c(OCC(O)CN2CCN(c3ccccn3)CC2)c(C)c1 (configuration not stated)	0.1	-0.7	-3	12	1	92	5	8	-28
O=Cc1cccc(Oc2ncccn2)c1	0.0	-3.0	0	4	-2	95	6	4	-23
O=C(CN(CC1CCCO1)C(=O)CNS(=O)(=O)c1ccc(F)cc1)NC1CCCCC1 (configuration not stated)	0.1	0.0	0	0	5	90	6	0	15
CN(C)CCN1C(=O)c2ccccc2C1=O	-0.1	·	-10	7	·	95	7	·	3
COc1ccc(-n2nc(C(=O)NCC(=O)N3CCN(c4ccccn4)CC3)c3ccccc3c2=O)cc1	0.5	2.5	8	0	7	100	-2	0	6
NC(=O)c1ccsc1NC(=O)COC(=O)c1ccccn1	0.1	·	7	13	·	91	7	·	8
Cc1ccccc1NC(=O)COC(=O)CNC(=O)c1sc2ccccc2c1Cl	0.0	1.2	1	8	3	101	7	-1	17
O=C(CCC(=O)Nc1ccc(Cl)cc1Cl)NNC(=O)[C@@H]1CCCC[C@@H]1C(=O)O	-0.1	·	11	1	-9	98	1	0	-1
COc1ccc(S(=O)(=O)N2CCOCC2)cc1NC(=O)CN1CCN(C)CC1	-0.1	0.5	6	3	-9	103	-2	2	-7
Cc1cc(C(=O)CSc2nnc(-c3ccccc3)n2Cc2ccc3c(c2)OCO3)c(C)n1C	0.1	0.6	-8	-2	8	91	-1	1	13
N#CC1=C(N)N(c2ccccc2Sc2ccccc2)C(=O)C1	0.3	2.9	-10	0	-12	106	-1	-6	0
O=C(NC1CCCCC1)C(c1ccc(F)cc1)N(CCCN1CCOCC1)C(=O)c1ccc(CN2CCOCC2)o1 (configuration not stated)	0.1	2.3	1	8	-12	99	4	2	6
CSC(=S)N/N=C/c1ccc(Br)cc1	-0.1	-0.9	-1	6	5	89	6	-3	2
CC(=O)c1ccc(N2CCN(C(=O)CCCn3c(=O)[nH]c4ccsc4c3=O)CC2)cc1	1.0	-3.9	-4	-6	-7	94	-1	-3	7
CCc1ccc(Nc2cnn(C34CC5CC(CC(CC(=O)O)(C5)C3)C4)c(=O)c2Cl)cc1	0.0	0.3	-2	-5	5	99	-4	1	10
COc1ccc(N(CC(=O)N/N=C/c2ccc(OC)cc2OC)S(=O)(=O)c2ccccc2)cc1	0.0	-0.6	-3	6	-3	103	17	-1	-8
Cc1ccccc1CC1SC(N)=NC1=O (configuration not stated)	-0.2	0.6	-1	6	-5	90	-1	-1	-24
O=C(c1ccc2ccccc2c1)N1CCOCC1	0.1	0.5	0	-6	-4	102	0	-3	10
Cc1cc(C)n2c(SCC(=O)Nc3ccc(F)cc3)nnc2n1	0.0	1.3	7	1	-13	101	1	-8	4
CCN(CC)S(=O)(=O)c1cc(C(=O)Nc2cc(Cl)ccc2N2CCN(C)CC2)ccc1Cl	0.2	1.6	-1	3	-11	118	6	-5	-11
COc1ccc(CCC(=O)OCC(=O)NCc2ccccc2)cc1	0.0	·	-5	5	·	83	6	·	13
COc1ccc(-n2nc(C(=O)NCC(=O)NC3CCCCCC3)c3ccccc3c2=O)c(OC)c1	-0.4	4.1	1	-1	7	92	1	-3	13
Cc1cc(C)c(S(C)(=O)=O)c(NN)n1	0.2	3.3	0	-1	-22	105	-2	-4	-14
Cc1cc(C)c(C)c(S(=O)(=O)N2CCC(C(=O)NC3=NCCS3)CC2)c1C	-0.1	·	-4	0	·	90	3	·	2
